# Rv3671c inh: Rv3671c (M. tuberculosis) protease inhibition | P9WHR9 | inhibition, % at 5.96 µM | hit rate 0.048% among 320,000 | AID 2606; in the data active means inhibition above about 38%;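 further: extracellular domain of Rv3671c used as enzyme; 0% = enzyme with DMSO and 100% = no enzyme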
# Mtb FBA inh: inhibitors of M. tuberculosis fructose-bisphosphate aldolase | P9WQA3 | purified M. tuberculosis FBA, fluorescence read-out | AID 588726 | inhibition, % at 1 µM | hit rate 2.3% among 360,000; in the data active means inhibition above about 27%;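 further: 0% = vehicle and 100% = reference inhibitor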
# Target sequence (P9WQA3 whole entry, looked up): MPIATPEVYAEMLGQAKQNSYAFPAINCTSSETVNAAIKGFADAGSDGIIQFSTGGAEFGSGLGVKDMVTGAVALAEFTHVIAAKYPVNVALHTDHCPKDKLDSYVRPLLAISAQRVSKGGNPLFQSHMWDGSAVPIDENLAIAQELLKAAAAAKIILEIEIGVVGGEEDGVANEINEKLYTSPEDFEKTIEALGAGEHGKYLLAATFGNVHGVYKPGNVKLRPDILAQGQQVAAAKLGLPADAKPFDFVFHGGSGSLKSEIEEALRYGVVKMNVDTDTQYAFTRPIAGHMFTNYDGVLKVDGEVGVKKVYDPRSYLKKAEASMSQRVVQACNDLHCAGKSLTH
# BH1578 lux ind: inducers of Vibrio cholerae quorum light production without autoinducers | hit rate 0.16% among 350,000 | V. cholerae BH1578 lux reporter, luminescence, 6 h | activation, % at 18.7 µM | AID 588436; in the data active means activation mostly above about 9.7%, no sharp cut-off; further: not every result past the cut was called active; inactives centre near 0; reference of the scale not given here
# SARS 3CLpro inh: SARS-CoV 3CLpro protease inhibition; P0C6X7; recombinant SARS-CoV 3CLpro, quenched FRET peptide cleavage; inhibition, % at 6 µM; hit rate 0.14% among 290,000; AID 1706; in the data active means inhibition above about 12%
# SSB-PriA inh: K. pneumoniae PriA-SSBct interaction inhibition | AID 1272365 | inhibition, % at 33 µM | hit rate 0.6% among 430,000 | AlphaScreen SSBct-PriA binding, biotinylated peptide; in the data active means inhibition mostly above about 37%, no sharp cut-off; inactive means mostly below about 20%;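 further: plate controls were negative control peptide for no effect and reference peptide for full effect; strong numbers were not always called active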
# VHR inh abs: DUSP3 (human) phosphatase inhibition; P51452; recombinant VHR phosphatase, pNPP absorbance; inhibition, % at 13.3 µM; hit rate 0.52% among 290,000; in the data active means inhibition above about 50%; further: some compounds called inactive have numbers as strong as hits
# Target sequence (P51452 whole entry, looked up): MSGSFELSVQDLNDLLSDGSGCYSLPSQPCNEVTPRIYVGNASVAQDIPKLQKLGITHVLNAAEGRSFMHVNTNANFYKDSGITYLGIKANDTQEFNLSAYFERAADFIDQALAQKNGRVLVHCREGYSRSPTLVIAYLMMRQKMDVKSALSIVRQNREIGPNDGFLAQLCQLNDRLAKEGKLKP
# Mtb UGM inh: Mtb UDP-galactopyranose mutase inhibition; inhibition, % at 10 µM; hit rate 0.06% among 320,000; purified UGM, fluorescence polarization probe displacement; in the data active means inhibition above about 10%, passing the limit was not always enough
# Target sequence (P9WIQ1 whole entry, looked up): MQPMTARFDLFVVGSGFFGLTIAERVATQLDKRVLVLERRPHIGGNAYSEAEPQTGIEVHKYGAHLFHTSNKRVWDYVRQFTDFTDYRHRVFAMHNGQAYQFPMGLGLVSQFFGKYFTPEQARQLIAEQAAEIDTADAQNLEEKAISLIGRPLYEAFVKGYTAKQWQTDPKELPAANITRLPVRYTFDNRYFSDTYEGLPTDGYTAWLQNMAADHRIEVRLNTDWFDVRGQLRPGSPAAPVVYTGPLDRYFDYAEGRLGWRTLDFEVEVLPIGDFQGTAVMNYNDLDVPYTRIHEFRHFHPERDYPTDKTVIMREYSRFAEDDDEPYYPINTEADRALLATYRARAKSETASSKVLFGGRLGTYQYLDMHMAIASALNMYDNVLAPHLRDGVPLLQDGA
# BioA inh: BioA (M. tuberculosis) enzyme inhibition. hit rate 0.096% among 360,000. inhibition, % at 9.99 µM. purified M. tuberculosis BioA enzyme, plate reader; in the data active means inhibition above about 40%
# MazEF act: increases E. coli MazEF RNase cleavage of RNA. P0AE70. FAM/BHQ RNA-DNA oligo cleavage fluorescence, 5 h. activation, % at 20 µM. hit rate 0.32% among 350,000; in the data active means activation above about 50%
# Target sequence (P0AE70 whole entry, looked up): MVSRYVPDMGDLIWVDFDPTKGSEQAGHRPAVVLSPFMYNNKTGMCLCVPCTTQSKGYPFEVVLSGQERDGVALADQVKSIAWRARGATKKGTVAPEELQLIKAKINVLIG
# GDH-TPI counter: counter-screen for M. tuberculosis FBA inhibitors: GDH-TPI coupled enzymes; GDH-TPI coupled enzyme counterscreen, NADH absorbance; inhibition, % at 4.8 µM; hit rate 1.2% among 360,000; in the data active means inhibition above about 30%;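 further: 0% = DMSO wells and 100% = wells lacking the enzyme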
# * = called active by the depositor; i = inactive; x = not tested or not shown. Only part of the results is shown; count on the stated rates, not on these rows.
# The opening 2 entries (preview)
# Below each SMILES – Rv3671c inh	Mtb FBA inh	BH1578 lux ind	SARS 3CLpro inh	SSB-PriA inh	VHR inh abs	Mtb UGM inh	BioA inh	MazEF act	GDH-TPI counter
CCN(CC)c1nc(NN)nc(Nc2ccc(C)c(Cl)c2)n1
    -4	-3	-0.3	x	17	x	-1.1	x	1	15
COc1ccc(NC(=O)CCS(=O)(=O)c2ccc3c(c2)oc(=O)n3C)cc1OC
    0	-3	-0.9	-2	-1	22	-2.0	x	12	2

# Main list, from the first entry:
# Below each SMILES – Rv3671c inh	Mtb FBA inh	BH1578 lux ind	SARS 3CLpro inh	SSB-PriA inh	VHR inh abs	Mtb UGM inh	BioA inh	MazEF act	GDH-TPI counter
CCN(CC)c1nc(NN)nc(Nc2ccc(C)c(Cl)c2)n1
    -4	-3	-0.3	x	17	x	-1.1	x	1	15
COc1ccc(NC(=O)CCS(=O)(=O)c2ccc3c(c2)oc(=O)n3C)cc1OC
    0	-3	-0.9	-2	-1	22	-2.0	x	12	2
CCS(=O)(=O)c1ccc(O)c(NC(=O)/C=C/c2ccccc2)c1
    2	0	0.5	8	2	25	-0.9	x	4	10
Cc1ccc2c(c1)N(CC(=O)Nc1ccc3c(c1)OCCO3)C(=O)CO2
    0	0	-2.2	-7	-10	-11	1.7	-1.1	2	5
COc1ccc(Nc2ncc(C(=O)N3CCN(c4ccc(F)cc4)CC3)c3ccccc23)cc1
    12	0	5.0	5	13	27	0.4	-0.4	-18	12
Cc1ccc(NC(=O)/C(Cl)=C\c2ccccc2)cc1
    -8	-2	-0.2	x	-1	x	-0.2	-1.1	2	-4
CC(C)Oc1ccc(C(=O)NCc2cccs2)cc1
    5	3	i	0	-7	0	-2.0	-1.2	4	-10
CCCOP(=O)(OCCC)c1c([N+](=O)[O-])cc(C(F)(F)F)cc1[N+](=O)[O-]
    -1	3	i	5	15	12	-2.4	x	-9	4
CCOC(=O)Cc1ccc(Nc2nc3cc(-c4ccccc4C)sc3c(=O)n2C)cc1
    x	1	-0.3	x	x	x	x	-1.5	x	16
Cc1cc(OC(=O)c2ccccc2C(F)(F)F)c([N+](=O)[O-])c(=O)[nH]1
    -1	-3	-0.2	0	-3	21	-0.4	0.7	0	2
CCOc1ccc(NC(=O)N2CCc3ccccc3C2)cc1
    5	3	-0.8	3	-33	40	2.7	-1.7	4	5
O=C(NCCC1=CCCCC1)C1CCN(S(=O)(=O)c2cccc3nsnc23)CC1
    6	1	-1.4	5	-14	13	-0.2	-0.8	2	16
CCOC(=O)C1(C)CCN1C(=O)CSc1ccccc1 (configuration not stated)
    x	1	-1.2	x	x	x	x	-0.8	x	6
Cc1ccc(-n2nc(C(=O)O)c(C)c(C#N)c2=O)cc1Cl
    -5	2	0.4	0	-4	21	0.6	-0.3	5	2
O=C(c1cc2n(n1)C(C(F)(F)F)CC(c1ccc(Cl)cc1)N2)N1CCCC1 (configuration not stated)
    0	1	-2.1	1	-13	-1	-1.3	5.6	-2	5
O=C(Nc1ccc([N+](=O)[O-])cn1)c1cc(-c2cccc(Cl)c2)nc2ccccc12
    -10	3	2.8	2	-13	42	-3.6	x	4	1
COCCN(Cc1nc2ccccc2c(=O)[nH]1)C(=O)c1cccc(S(=O)(=O)N2CCCC2)c1
    0	4	0.0	x	-10	x	x	-1.6	0	7
O=C(COc1ccc2c(-c3ccccc3)cc(=O)oc2c1)Nc1ccc(CN2CCOCC2)cc1
    0	2	i	5	-4	-7	-1.3	2.2	5	10
CCC(=O)N1CCC1(C)C(=O)Nc1cc(OC)ccc1OC (configuration not stated)
    x	-2	4.5	x	x	x	x	-0.3	x	-2
CN(C)c1ccc(NC(=O)Oc2ccccc2)cc1
    -10	1	i	0	13	6	-0.5	0.7	5	8

# Limited to Rv3671c inh, for 2 of the compounds above:
mol	Rv3671c inh
COc1ccc(Nc2ncc(C(=O)N3CCN(c4ccc(F)cc4)CC3)c3ccccc23)cc1	12
Cc1ccc(NC(=O)/C(Cl)=C\c2ccccc2)cc1	-8

# Remaining list, next part.
# Below each SMILES – Rv3671c inh	Mtb FBA inh	BH1578 lux ind	SARS 3CLpro inh	SSB-PriA inh	VHR inh abs	Mtb UGM inh	BioA inh	MazEF act	GDH-TPI counter
N#CCCn1cc(C(N)=O)c(-c2ccc3ccccc3c2)n1
    7	1	1.3	3	-5	5	1.0	-0.4	2	8
COc1ccc2[nH]c3c(c2c1)CCN1C(=O)C(CC(=O)NCCc2ccccn2)C[C@H](C(=O)N2CCCCC2)[C@@]31CCc1ccccc1 (some centres not stated)
    x	1	i	x	21	x	x	-0.1	5	-7
CCOC(=O)N1CCN(C(=O)c2ccccc2NC(=O)c2ccc(Br)cc2)CC1
    2	-2	i	0	-11	-6	-0.9	x	-1	-4
CCCc1ccc2oc(C(=O)NCCc3cnn(C)c3)c(C)c2c1
    -6	6	i	2	-5	22	-1.7	1.0	0	-9
CCOC(=O)c1c(NC(=S)Nc2ccc(Cl)cc2)sc(C)c1C
    x	2	12	3	-2	-17	x	-0.3	-8	-1
CC(=O)N1CCN(c2c(F)c(F)c(C(F)(F)F)c(F)c2F)CC1
    x	5	-0.3	-1	1	-10	x	x	2	-1
O=C(Nc1cccc([N+](=O)[O-])c1)c1cc(S(=O)(=O)Nc2ccccn2)ccc1Cl
    11	-3	-0.6	-4	0	11	-2.3	1.7	2	-5
Cc1ccc(-c2cc(C(F)(F)F)nc(SCC(=O)c3cccc([N+](=O)[O-])c3)n2)cc1
    8	2	0.9	1	0	23	1.3	-0.2	-1	21
COc1cc(-c2nc3ccccn3c2/N=C/c2ccc(F)cc2)ccc1O
    -2	15	-0.2	1	x	20	-0.4	-1.8	0	18
Cc1ccccc1Nc1ncnc2c1cnn2C
    8	-1	-0.1	-1	-2	12	-1.2	-0.2	6	-6
Cc1cc(S(=O)(=O)NCC(C)C)ccc1OCC(=O)NCc1ccccn1
    9	1	i	-5	-7	-2	3.7	3.3	-4	-11
O=C(NCCc1ccc(F)cc1)c1ccncc1
    4	3	-7.9	1	-9	-4	-1.7	-0.9	-10	6
C#CCOn1c(-n2nc(C)cc2C)nc2ccccc2c1=O
    -12	2	-0.5	-1	-4	24	-2.8	-0.6	9	-3
COc1ccc(Cl)cc1S(=O)(=O)N1CCN(C(=O)c2n[nH]c(=O)c3ccccc23)CC1
    0	0	1.0	x	-5	x	-1.8	0.4	9	1
C=C(C)C1CC=C(C)/C(=N/NC(=O)COc2ccccc2C)C1 (configuration not stated)
    -11	2	-0.2	0	x	2	0.9	-0.4	-6	-2
CCOc1cc(C(=O)NC(C)Cc2cccs2)cc(OCC)c1OCC (configuration not stated)
    -10	1	-0.3	2	3	9	-0.4	x	2	4
COc1cc(C)cc(CN2CCC(Cc3ccccc3)CC2)c1O
    -13	0	-0.3	4	-6	x	1.1	-1.0	5	-4
O=C(COc1ccccc1)N1CCN(C(=O)c2ccco2)CC1
    4	3	i	0	-16	-7	3.5	-0.2	0	7
COc1ccccc1-c1cc(C(=O)N2CCOCC2)no1
    7	-3	-0.3	1	-16	34	-1.2	-2.1	2	9
Cc1ccc(S(=O)(=O)NCCC(c2ccccc2)c2ccccc2)cc1C(=O)O
    -7	3	-0.3	9	4	2	5.1	1.8	-10	3

# (more compounds)
# Below each SMILES – Rv3671c inh	Mtb FBA inh	BH1578 lux ind	SARS 3CLpro inh	SSB-PriA inh	VHR inh abs	Mtb UGM inh	BioA inh	MazEF act	GDH-TPI counter
O=C1[C@H]2[C@@H](c3ccccc3)N[C@]3(CCCN(Cc4ccccc4)C3=O)[C@H]2C(=O)N1Cc1ccccc1
    x	-1	-1.1	x	x	x	x	0.3	-2	-4
Cc1ccc(NC(=O)CC(O)(C(F)(F)F)C(F)(F)F)cc1
    2	0	i	-4	-6	19	0.8	0.8	-2	-4
Cc1noc(C)c1S(=O)(=O)NC1CCCc2ccccc21 (configuration not stated)
    3	5	i	0	1	27	-1.7	1.4	-2	2
COc1ccccc1/C=C/C(=O)OCCN1C(=O)c2ccccc2C1=O
    -8	4	-1.4	-4	-38	-6	5.6	-0.7	6	12
Cc1[nH]n(C(N)=S)c(=O)c1N=Nc1ccc([N+](=O)[O-])cc1Cl
    x	-4	i	2	-9	-13	3.6	-0.1	-1	3
c1ccc(-c2cnc(CSc3ncnc4sccc34)o2)cc1
    -6	-2	-1.6	7	-22	-13	2.8	7.2	3	6
COc1ccc(NC(=O)CN2CCN(CC(=O)Nc3ccccc3Cl)CC2)cc1Cl
    8	0	-2.2	0	-14	51*	0.3	4.0	0	5
CC(CCc1ccccc1)NC(=O)c1cnc(Cl)c(Cl)c1 (configuration not stated)
    -3	-6	-0.2	-8	-1	x	1.6	-1.0	0	8
COc1ccc(C2CC(c3ccccc3)=NN2C(=O)COC(=O)c2cccc(S(=O)(=O)N3CCOCC3)c2)cc1 (configuration not stated)
    -11	-1	i	-2	-9	38	1.2	x	-4	19
COc1cc(-c2cc(=O)c3c(O)cc(O)cc3o2)ccc1O
    -11	-4	-0.3	-4	-15	3	-0.7	-1.8	-5	12
O=C(NCc1ccccn1)c1cc(Br)ccc1Cl
    -2	2	-1.0	-4	-7	13	0.1	x	-2	0
CSc1ccccc1N=Cc1nc(-c2ccccc2)oc1O
    -1	-1	i	-5	-19	23	0.0	0.0	-4	10
Cc1cc(C2C(=O)c3ccccc3C2=O)c(C)c(C)c1C
    4	0	i	0	2	-5	1.0	x	0	5
Cc1c(C)c2ccc(OCC(=O)NCCc3c[nH]c4ccccc34)c(C)c2oc1=O
    2	1	-0.4	4	-1	-8	-0.5	-0.1	-9	11
C=CCNC(=S)NC(=O)c1csc([N+](=O)[O-])c1
    -3	0	-0.6	2	-9	1	3.9	x	0	9
Cc1cc2nc(SCC(=O)Nc3nonc3C)c3c(c2cc1C)CCCC3
    -1	-5	0.0	2	-8	14	-0.3	-0.9	48	-3
N#CC1C(=N)Cc2ccccc2-c2ccccc21 (configuration not stated)
    x	-1	0.9	x	-3	x	x	0.4	-9	-2
Cc1ccc(CNc2cc(C(=O)O)ccc2Cl)s1
    4	-3	-0.6	-1	-2	18	1.7	-0.5	-7	7
OCCNc1nc2ccccc2n1CCN1CCCCC1
    4	-1	0.8	1	-4	4	1.1	0.6	8	-1
O=[N+]([O-])c1ccc(C(=S)N2CCCC2)cc1
    0	-1	-0.6	1	15	-3	-1.9	2.4	-25	0

# Later entries
# Below each SMILES – Rv3671c inh	Mtb FBA inh	BH1578 lux ind	SARS 3CLpro inh	SSB-PriA inh	VHR inh abs	Mtb UGM inh	BioA inh	MazEF act	GDH-TPI counter
O=C(CN1CCN(Cc2ccccc2F)CC1)Nc1ccccc1Cl
    -8	-1	0.0	-1	1	-3	0.9	2.6	6	-6
CCOC(=O)/C(C#N)=C(/C)c1ccc(OC)cc1
    -4	-1	i	-4	-10	-5	-1.2	-0.7	4	20
O=[N+]([O-])c1ccc(C2=NN(c3ccccc3)C(c3ccco3)C2)cc1 (configuration not stated)
    x	-20	-0.8	0	5	8	x	x	-8	5
O=C(NCCc1ccccc1)N1c2ccccc2Sc2ccccc21
    1	-1	i	9	-32	32	2.4	-5.1	0	8
COc1ccc(NC(=O)c2cccnn2)cc1
    -2	-2	-1.4	4	2	21	-0.5	-3.1	-24	3
COc1ccc(Cl)cc1NC(=O)CCNC(=O)OCc1ccccc1
    3	-3	-0.2	2	-10	6	-0.9	x	7	-5
O=C(O)c1cccc(-c2csc(C(O)c3cccc(Cl)c3)n2)c1 (configuration not stated)
    x	-2	i	x	x	x	x	0.0	x	5
COC(/C=C/Nc1ccc(C)c(C)c1)=C(C#N)C#N
    -2	0	i	1	-15	28	-1.0	-0.4	10	4
NNC(=O)CNC(c1ccccc1)c1cc(Br)ccc1NC(=O)c1ccccc1Br (configuration not stated)
    -42	-4	-0.3	4	-5	29	-0.1	2.2	2	2
NC(=O)Cn1nnc(-c2ccc(C(F)(F)F)cc2)n1
    0	-1	i	-1	-21	2	-0.1	-0.3	3	-8
CCOC(=O)C(NC(=O)NCc1ccc(F)cc1)(OCC)C(F)(F)F (configuration not stated)
    3	0	-0.2	-5	-19	-4	-1.4	x	7	9
CCOC(=O)C1C(=O)CC(C)(O)C(C(=O)OCC)C1c1ccc(OCC)cc1 (configuration not stated)
    -2	1	i	2	1	10	1.7	x	7	3

# Screening data (PubChem BioAssay)
